# Source: PubChem
# TbHK1 inh: blocks Trypanosoma brucei hexokinase 1 activity; recombinant TbHK1, G6PDH-coupled NADH A340; inhibition, % at 10 µM; 220,000 tested, 0.11% active; AID 1430;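 active means inhibition of 50% or more in the single-dose primary screen; inactive means inhibition below 50%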
# EBV gp42 inh: inhibitors of Epstein-Barr virus glycoprotein 42; Fluorescence polarization binding assay, mP read-out; inhibition, % (tested at 21.74 µM); 220,000 tested, 0.42% active; in the data active means inhibition above about 50%
# RBBP9 inh: blocks human serine hydrolase RBBP9 | O75884 | recombinant RBBP9, FP-Rh probe fluorescence polarization | inhibition, % at 7.94 µM | 220,000 tested, 0.2% active;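 active means inhibition above the campaign mean of all tested compounds plus 3 SD, cut at about 14% in these data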;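 further: plate controls were DMSO wells with RBBP9 for no effect and wells lacking RBBP9 protein for full effect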
#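 Controls: DMSO-treated enzyme wells and wells lacking RBBP9 | Material: RBBP9 protein | Technique: Fluorescence polarization | Replication: Single well per compound, no replicates | Buffer or medium: Tris-NaCl-Pluronic buffer, pH 8.0 | Timing: 30 min compound preincubation, 45 min probe labeling, 25 °C | Read-out basis: Percent inhibition from mP, scaled between DMSO and no-protein wells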
# p97 inhibitor: blocks human p97 ATPase activity; P55072; inhibition, % at 8 µM; 220,000 tested, 0.42% active; AID 1481; recombinant p97 ATPase, Kinase-Glo ATP luminescence, 3 h; in the data active means inhibition above about 15%;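 further: 0% = DMSO vehicle and 100% = wells lacking enzyme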
# Runt-CBFb FRET: inhibitors of human RUNX1 Runt domain binding to CBFb. Q01196+Q13951. Cerulean-Runt/Venus-CBFb FRET ratio 530/480, 1 h. inhibition, % at 20 µM. 220,000 tested, 0.46% active;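 active means inhibition over about 50% at 20 µM in the single-dose screen, limit read from the data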;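 further: 0% = DMSO wells and 100% = excess unlabeled CBFb competitor control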
# Target sequence (Q01196 whole entry, looked up, the tested form may be a part): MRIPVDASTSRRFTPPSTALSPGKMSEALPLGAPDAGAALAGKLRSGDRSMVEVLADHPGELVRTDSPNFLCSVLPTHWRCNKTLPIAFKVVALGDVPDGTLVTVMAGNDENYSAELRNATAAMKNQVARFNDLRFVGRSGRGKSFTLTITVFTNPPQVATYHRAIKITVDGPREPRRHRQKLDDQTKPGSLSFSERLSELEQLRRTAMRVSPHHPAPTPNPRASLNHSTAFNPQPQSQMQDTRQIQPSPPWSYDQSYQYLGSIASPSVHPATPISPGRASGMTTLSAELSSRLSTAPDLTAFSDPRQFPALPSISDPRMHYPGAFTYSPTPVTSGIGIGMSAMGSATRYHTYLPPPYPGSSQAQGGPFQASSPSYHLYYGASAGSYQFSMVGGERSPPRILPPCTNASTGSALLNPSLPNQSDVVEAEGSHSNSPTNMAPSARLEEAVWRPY
# Target sequence (Q13951 whole entry, looked up, the tested form may be a part): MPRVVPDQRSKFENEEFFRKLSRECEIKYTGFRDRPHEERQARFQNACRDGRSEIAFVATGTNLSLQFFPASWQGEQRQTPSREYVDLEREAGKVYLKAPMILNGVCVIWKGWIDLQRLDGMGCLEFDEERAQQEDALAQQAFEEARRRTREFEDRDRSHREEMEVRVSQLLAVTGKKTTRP
#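 Buffer or medium: Tris pH 7.5 buffer with BSA. Assay system: Cerulean-labeled Runt domain protein. Amount: each fluorescent fusion protein 100 nM. Read-out basis: loss of energy transfer signal. Incubation: 1 h compound exposure, room temperature. Probe or stimulus: Venus-CBFb binding partner, 100 nM. Detection: FRET, excitation 422 nm, emission at 530 and 480 nm.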
# Runt-SMMHC FRET: Runt domain-CBFb-SMMHC interaction inhibition; Q01196+Q13951; Cerulean-Runt/Venus-CBFb-SMMHC FRET ratio 530/480, 1 h; inhibition, % at 20 µM; 220,000 tested, 0.74% active; AID 1434;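 active means mean inhibition across duplicate retests at 20 µM reaching about 50%, limit read from the data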;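 further: 0% = DMSO wells and 100% = wells with excess untagged CBFb-SMMHC; inhibitors lower the FRET ratio by blocking Runt binding to CBFb-SMMHC; some results filed as inactive read as strong as hits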
# p47phox inh: p47phox (human) inhibition | p47phox/p22phox peptide binding, fluorescence polarization, 2 h | 220,000 tested, 0.53% active | P14598 | inhibition, % at 24.7 µM;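 active means inhibition above about 30%, limit read from the data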;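 further: 0% = p47phox with labelled peptide and 100% = labelled peptide alone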
# Target sequence (P14598 whole entry, looked up): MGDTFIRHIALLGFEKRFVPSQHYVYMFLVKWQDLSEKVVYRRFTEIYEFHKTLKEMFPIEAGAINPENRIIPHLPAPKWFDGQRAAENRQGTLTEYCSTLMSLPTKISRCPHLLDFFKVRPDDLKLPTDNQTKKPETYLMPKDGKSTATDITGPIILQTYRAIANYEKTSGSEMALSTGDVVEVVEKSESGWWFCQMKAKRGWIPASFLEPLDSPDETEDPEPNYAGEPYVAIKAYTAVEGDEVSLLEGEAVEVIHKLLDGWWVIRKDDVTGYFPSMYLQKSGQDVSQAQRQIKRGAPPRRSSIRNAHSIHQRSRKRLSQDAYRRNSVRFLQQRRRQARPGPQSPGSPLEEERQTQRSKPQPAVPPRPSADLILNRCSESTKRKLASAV
# Calpain2 inh: calpain II (pig) inhibition; purified calpain II, fluorogenic peptide substrate, 30 min; inhibition, % at 16 µM; 220,000 tested, 0.37% active; AID 1236;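 active means inhibition above about 50%, limit read from the data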
# Furin inhibitor: inhibitors of human furin; P09958; purified furin, fluorogenic substrate cleavage; inhibition, % at 30 µM; 220,000 tested, 0.061% active; AID 463115; in the data active means inhibition above about 25%; further: inactives centre near -15
# Numbers without * were called inactive; i = inactive; . = no result given; [ ] = another dose, or the depositor's remark.
# The line under a structure holds: EBV gp42 inh, p47phox inh, Runt-SMMHC FRET, Furin inhibitor, TbHK1 inh, p97 inhibitor, Runt-CBFb FRET, RBBP9 inh, Calpain2 inh
O=C(CN1C(=O)C2CC=CCC2C1=O)Nc1nc2ccc(F)cc2s1 (stereo not drawn)
  -5.6, -0.8, -4.2, -25.2, -3.3, 3.1, 0.0, -6.8, -43.0
Nc1ccc(NC(=O)Nc2ccc(N)cc2)cc1
  -2.2, -0.4, 0.2, -22.0, -2.5, 6.2, 0.9, 0.6, -29.1
COc1ccc(NC(=O)CS(=O)CC(=O)Nc2cc(Cl)ccc2OC)cc1 (stereo not drawn)
  -7.9, -3.9, 11.3, 1.0[20 µM], -1.4, 2.2, 0.3, 0.1, -18.3
CN1C(=S)SC(N(O)C(=O)Nc2ccc(Cl)c(Cl)c2)C1(C)C (stereo not drawn)
  0.2, -52.0, 7.5, -8.3, 7.7, -3.3, 0.9, -8.1, 36.4
CC(NC(=O)OCc1ccccc1)C(=O)Oc1cc2oc(=O)cc(-c3ccccc3)c2cc1Cl (stereo not drawn)
  -19.9, -17.7, 60.1*, -14.5, -11.9, 7.7, 18.9, -2.7, -224.9
Cc1ccc(-c2cccc(C3CC=CC4C3C(=O)N(Cc3ccccc3)C4c3ccc(C(F)(F)F)cc3)c2)cc1 (stereo not drawn)
  -20.0, -13.9, 1.4, -30.8, -4.1, ., 0.9, ., -39.2
COc1ccc(OC(=O)c2cccc([N+](=O)[O-])c2)c(C(=O)/C=C/c2cccs2)c1
  -0.8, -11.8, 1.8, -17.4[20 µM], -8.5, 5.2, 2.1, -5.6, -137.5
Cc1nn2cc(-c3ccccc3)nc2[nH]c1=O
  -1.1, -6.6, -13.4, -25.1[20 µM], -13.5, 2.1, -37.8, 0.5, i
Cc1nc2c(=O)[nH]c(=S)n(C)c2nc1C
  -26.3, -0.7, 8.9, -8.0, -22.4, -1.6, 41.3, 7.5, 20.0
O=C(NCc1ccco1)C1CC(c2ccc(Cl)cc2)=NO1 (stereo not drawn)
  -8.1, -8.0, -6.3, -7.9, 8.4, -7.3, 1.4, -10.3, 7.2

# (more compounds)
# The line under a structure holds: EBV gp42 inh, p47phox inh, Runt-SMMHC FRET, Furin inhibitor, TbHK1 inh, p97 inhibitor, Runt-CBFb FRET, RBBP9 inh, Calpain2 inh
C=CCN(C(=O)CNC(=O)c1ccco1)C(C(=O)NC1CCCCC1)c1ccc(OC)cc1 (stereo not drawn)
  1.8, -10.3, 0.2, -19.9[20 µM], -0.2, -3.6, -1.7, -7.1, -13.1
NC(=S)N/N=C/c1ccc(-c2cccc([N+](=O)[O-])c2)o1
  -9.9, -21.1, -9.1, 9.1[20 µM], -53.0, 3.9, 1.7, -2.7, 40.8
CSC1=NSC2=NC(=O)/C(=C/c3coc4ccccc4c3=O)C(=N)N12
  73.8*, -60.0, -63.7, -10.5, -5.6, 11.8, -40.0, -6.9, -46.0
N#Cc1ccc(Cn2c(=O)c(C#N)c3n(c2=O)CCC3)cc1
  -11.0, -10.0, -3.1, -30.7, 1.0, -0.2, -0.5, 2.4, 11.0
CC(C)Cc1nnc(NC(=O)CCC(=O)Nc2ccc3cn[nH]c3c2)s1
  4.6, -21.4, 1.0, -9.3, -3.1, 4.1, 0.5, -6.8, -10.5
CCOC(=O)C(Cc1ccc(O)cc1)NC(=O)CNC(=O)C1CCCN1C(=O)OC(C)(C)C (stereo not drawn)
  -10.3, 2.4, 5.6, -27.1, -0.4, -2.3, 0.3, 0.5, -11.6
Cc1ccc(C(=O)O/N=C(\N)Cc2ccc([N+](=O)[O-])cc2)c(Cl)c1
  -14.2, -6.0, 3.2, -18.3, 3.7, 1.3, 0.1, -9.5, 13.4
CCOC(=O)N1CCN(C(=O)Cn2c(=O)sc3ccccc32)CC1
  6.7, -6.5, 1.8, -25.7, 0.7, -4.7, 2.3, 0.8, 4.1
COc1cccc(N=Cc2c[nH][nH]c2=O)c1
  -12.6, -2.5, 1.4, -16.3, -8.9, 1.1, 7.4, -5.2, 17.2
CCc1c(C)sc(NC(=O)c2cc(C)on2)c1C#N
  -14.8, -10.2, -6.2, -1.1, -11.1, 3.9, -0.9, -3.0, 18.1

# Additional structures follow:
# The line under a structure holds: EBV gp42 inh, p47phox inh, Runt-SMMHC FRET, Furin inhibitor, TbHK1 inh, p97 inhibitor, Runt-CBFb FRET, RBBP9 inh, Calpain2 inh
O=C(NCCc1cccs1)C1CC(c2ccc([N+](=O)[O-])cc2)=NO1 (stereo not drawn)
  -11.4, -1.3, -9.5, -3.2[20 µM], -8.3, 6.1, -1.7, 3.5, -2.0
O=CNCCCc1nc2ccccc2n1Cc1ccccc1
  -3.0, -6.3, 1.3, -14.2, -0.6, -1.0, -1.8, -3.2, -43.6
COc1ccc(-c2csc(NC(=O)C3=NN(c4ccccc4)C(=O)CC3)n2)cc1
  8.8, -26.2, -2.0, -6.1, -4.4, 1.3, -3.9, -8.2, -120.0
COc1ccc(-c2ccc(=O)n(CC(=O)N3CCN(c4ccccc4OC)CC3)n2)cc1
  ., ., ., 3.7, -25.0, 7.8, ., 2.2, .
CC12CC(c3ccccc3O1)C(/C(N)=N/NC(=O)c1ccc(F)cc1)C(=O)N2 (stereo not drawn)
  3.6, -11.3, 2.0, -14.5, 1.3, -3.5, 2.6, 4.0, 21.9
CCN1C(=O)CSC1=NC12CC3CC(CC(C3)C1)C2
  -6.5, -15.5, 0.7, -18.2[20 µM], 11.5, 2.4, 1.4, -8.7, 4.1
Cc1c(Cl)cccc1NC(=O)CC1NCCNC1=O (stereo not drawn)
  -13.1, -9.8, 2.2, -15.4[20 µM], 1.5, 1.6, 0.7, 2.1, -12.3
C/C(=N\NC(=O)c1cc(C)[nH]n1)c1cccs1
  -3.3, -3.5, 0.4, -7.3, -23.5, -1.3, -2.8, 1.3, 8.1
COc1ccc(C2CC(c3ccccc3)=NN2C(=O)COC(=O)c2cccc(S(=O)(=O)N(C)C)c2)cc1 (stereo not drawn)
  -36.2, -6.0, 0.2, -7.8, -10.5, 0.5, -2.8, -11.9, -13.2
Cc1ccc(OCCn2c3ccccc3n3nc(C)c(=O)nc23)cc1
  3.6, 7.7, -3.0, -22.0, -2.0, -3.0, -6.8, -3.0, 9.6

# Next compounds follow.
# The line under a structure holds: EBV gp42 inh, p47phox inh, Runt-SMMHC FRET, Furin inhibitor, TbHK1 inh, p97 inhibitor, Runt-CBFb FRET, RBBP9 inh, Calpain2 inh
N#C/C(=C\c1ccc(-c2ccc(Br)cc2)o1)C(=O)NCCc1c[nH]c2ccccc12
  -20.3, -44.0, -36.9, -7.5, -3.4, 1.9, -9.1, -13.9, -26.5
COc1ccc2[nH]c(=O)c(-c3noc(-c4ccc(F)cc4)n3)cc2c1
  -5.3, 5.6, -303.8, -11.5, -1.8, -4.5, -139.0, -3.4, -67.5
Cc1ccc(-c2nn(CC(=O)N3CCOCC3)c(=O)c3ccccc23)cc1S(=O)(=O)N(C)C
  -15.3, -0.7, 1.9, -3.7, -0.1, 4.9, -0.5, -1.3, -2.0
Cc1ccc(Cl)cc1N1CCN(c2cccc[n+]2C)CC1
  -53.7, -3.8, 12.0, -4.6, 7.0, 7.0, -3.4, -0.6, 0.8
CC1(C(=O)O)CCC(C(=O)NC2CCCCCC2)C1(C)C (stereo not drawn)
  -6.2, 2.6, 2.0, -6.1, -1.7, -4.1, -0.9, -4.7, 9.5
COc1ccc(C(CC(=O)O)NC(=O)COc2ccccc2OC)cc1OC (stereo not drawn)
  -1.4, -10.3, 5.2, -15.7, -10.1, 2.0, -0.9, -1.0, -19.3
CCOC(=O)NC(=O)/C(C#N)=N/Nc1c(F)cccc1F
  -13.0, 0.4, -2.0, 16.8[20 µM], -15.2, 1.8, 0.7, -0.9, -4.8
OCCNC(=S)NCc1ccccc1
  -15.9, -6.6, -1.5, -34.9, 20.4, 3.3, 0.8, -2.1, -8.3
O=C(CSc1n[nH]c(=O)[nH]c1=O)N/N=C/C=C/c1ccccc1
  -16.3, -0.6, 0.5, 5.1, -23.1, -1.0, 2.1, -9.8, 19.4
O=C(Nc1nc2ccccc2[nH]1)C12CC3CC(CC(C3)C1)C2
  -20.8, 3.9, 0.2, -14.5[20 µM], 42.3, 0.4, -0.4, -2.9, 34.6

# Further structures:
# The line under a structure holds: EBV gp42 inh, p47phox inh, Runt-SMMHC FRET, Furin inhibitor, TbHK1 inh, p97 inhibitor, Runt-CBFb FRET, RBBP9 inh, Calpain2 inh
Cc1ccc(/C=C/C(=O)O)cc1S(=O)(=O)NC1CCS(=O)(=O)C1 (stereo not drawn)
  -0.6, -7.4, -1.6, -23.0, -5.6, 2.1, -2.5, -0.3, -23.9
O=C(C1CCN(C2CCN(Cc3ccc4c(c3)CCO4)CC2)CC1)N1CCCC1
  -4.6, 2.4, 1.9, -24.1, -0.8, 5.7, 0.6, 3.4, -38.9
COC(=O)Cc1c(C)c2ccc(OCC(=O)N(C)C)cc2oc1=O
  -5.1, -7.7, -0.3, -51.0[20 µM], -24.2, 5.0, 0.6, 1.1, -201.3
COC(=O)CN1C(c2ccccc2)=Nc2ccc(Cl)cc2C1c1ccccc1 (stereo not drawn)
  16.9, 3.4, 0.7, -17.2, -11.6, 1.6, -2.3, -1.7, 21.1
CC1(C)Cc2c(sc3nc(-c4cc5ccccc5o4)n(N)c(=O)c23)CO1
  10.3, 3.1, -1.1, 13.4[20 µM], -9.1, 4.4, -6.6, -6.7, -100.1
CN(Cc1cccc2cnccc12)C(=O)CCc1nnc(CCc2ccccc2)o1
  -4.5, 6.2, 0.2, -20.5, -4.6, -1.3, -0.3, -6.6, -1.2
O=C(/C=C/c1ccc(OCCCF)cc1)NCc1ccc(Cl)c(Cl)c1
  -10.8, -1.3, -23.0, -19.0, -1.7, -1.7, -0.8, -6.5, 9.9
COc1ccc(CN2CCS(=O)(=O)CC2)cc1OC
  4.5, -6.7, 2.1, -6.0, 10.9, -7.4, -1.2, -5.4, 6.8
Cc1ccc(C(c2nnnn2C2CCCC2)N2CCN3CCCC3C2)cc1 (stereo not drawn)
  4.3, -9.9, 3.0, -21.6[20 µM], 4.7, -0.9, -1.5, -1.2, -17.9
O=[N+]([O-])c1ccccc1CN1CCN(Cc2ccccn2)CC1
  -9.1, 2.9, 3.3, -8.2, 0.7, 2.1, 5.1, -3.0, 20.5

# New compounds follow
# The line under a structure holds: EBV gp42 inh, p47phox inh, Runt-SMMHC FRET, Furin inhibitor, TbHK1 inh, p97 inhibitor, Runt-CBFb FRET, RBBP9 inh, Calpain2 inh
Nc1nn(-c2ccccc2)c(N)c1N=Nc1ccc2c(c1)OCO2
  -36.6, -5.6, -2.1, 0.8, -0.7, 5.8, -3.4, 13.1, -0.2
CCN(CC)C(=O)NCc1c(C)cc(C)cc1C
  -12.1, -6.9, 2.1, -39.0, 2.3, 5.3, 1.8, -4.5, -7.1
O=C1C2CC=C(Cl)CC2C(=O)N1CCC[n+]1ccccc1 (stereo not drawn)
  -8.5, -11.2, -0.8, -15.8, 0.9, -5.2, -0.4, -4.5, -40.2
C#CCOCCOCCOCCNc1nc(N2CCN(C(=O)[C@H](CCC(=O)O)n3cc(C(N)CC(C)C)nn3)CC2)nc(N2CCN(C(=O)[C@H](Cc3cc4ccccc4[nH]3)n3cc(C(N)CC(C)C)nn3)CC2)n1 (stereo partly drawn)
  -12.5, ., 35.3, -26.9, -12.0, 1.2, 10.8, -1.9, -12.1
